RXFP1 antag: RXFP1 (human) relaxin receptor antagonism; HEK293-RXFP1, relaxin-stimulated cAMP HTRF, 30 min; stronger effect = lower value; activity change, negative = inhibition, % at 57.5 µM; 0.59% of 350,000 active; AID 1259400;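 active = activity change of -60% or lower, but not beyond a set lower limit; inconclusive = change between -60% and -40%, or beyond the set limit; inactive = change above -40%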; also: % is scaled to controls: 0 for no effect and ±100 for the full control effect
TRHR PAM: TRH receptor (human) allosteric enhancement; P34981; 0.66% of 360,000 active; TRHR cells, fluo-8 calcium fluorescence, EC20 TRH enhancement; enhancement, % at 2 µM; in the data active = enhancement above about 30%; also: 0% is about no effect
Target sequence (P34981 whole entry, looked up): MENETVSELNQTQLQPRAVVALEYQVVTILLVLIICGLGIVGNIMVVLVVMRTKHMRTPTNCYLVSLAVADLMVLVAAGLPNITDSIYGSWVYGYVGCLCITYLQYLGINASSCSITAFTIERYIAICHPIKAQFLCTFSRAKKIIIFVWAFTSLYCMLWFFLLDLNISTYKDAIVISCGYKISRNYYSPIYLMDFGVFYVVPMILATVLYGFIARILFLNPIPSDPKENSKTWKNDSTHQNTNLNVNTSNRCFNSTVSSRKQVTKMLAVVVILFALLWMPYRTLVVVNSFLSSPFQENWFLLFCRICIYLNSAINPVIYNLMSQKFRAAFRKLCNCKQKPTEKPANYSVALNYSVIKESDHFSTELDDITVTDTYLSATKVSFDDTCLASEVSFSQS
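Enhancer read-out: after compound pinning and an initial kinetic agonist-mode read, an EC20 of TRH (10 nM final) was injected and fluo-8 calcium signal (Ex 480/Em 530) followed at 1 s/cycle for 100 cycles in TRHR-expressing cells.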
D1 antag: human D1 dopamine receptor antagonism | HEK293 TREx D1 cells, calcium flux, dopamine EC80; stronger effect = lower value | AID 504652 | 3.2% of 360,000 active | activity change, negative = inhibition, % at 10 µM | P21728; in the data active = activity change below about -30%; also: % is scaled to controls: 0 for no effect and ±100 for the full control effect
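Calcium flux readout: force-coupled, inducible Hek293 Trex D1 line, cells induced overnight at 30 C with tetracycline, dye-loaded 30–90 min at RT. Antagonism scored against EC80 dopamine challenge given 180 s after compound.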
D2 PAM: D2 dopamine receptor (human) potentiation | P14416 | HEK293 T-REx D2, calcium flux, EC20 dopamine potentiation | potentiation, % at 10 µM | 0.34% of 340,000 active | AID 485347;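 active = potentiation over 3 SD above the plate norm, cut at about 30% in these data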; also: 0% is about no effect
Target sequence (P14416 whole entry, looked up): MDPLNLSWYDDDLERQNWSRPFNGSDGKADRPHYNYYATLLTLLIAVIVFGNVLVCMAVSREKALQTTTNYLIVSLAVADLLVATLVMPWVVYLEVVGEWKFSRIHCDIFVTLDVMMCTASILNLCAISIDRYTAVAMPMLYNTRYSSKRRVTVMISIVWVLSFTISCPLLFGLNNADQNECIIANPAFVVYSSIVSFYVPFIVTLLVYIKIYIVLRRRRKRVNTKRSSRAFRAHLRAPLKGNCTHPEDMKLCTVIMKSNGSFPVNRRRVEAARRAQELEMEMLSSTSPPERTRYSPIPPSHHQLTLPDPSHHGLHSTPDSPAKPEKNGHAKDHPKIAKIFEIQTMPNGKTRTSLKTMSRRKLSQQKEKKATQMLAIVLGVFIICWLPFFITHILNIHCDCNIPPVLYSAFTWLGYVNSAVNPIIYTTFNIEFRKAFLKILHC
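Cells plated with tetracycline inducer and held overnight at 30 C; calcium dye loaded 30–90 min at room temperature; baseline taken, compound added and read 180 s; EC20 dopamine then added and read 180 s.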
D1 PAM: human D1 dopamine receptor positive modulation; potentiation, % at 10 µM; HEK293 TREx D1 cells, calcium flux, dopamine EC20 potentiation; 0.036% of 360,000 active; P21728; in the data active = potentiation above about 30%; also: 0% is about no effect
D2 ag: activates the human D2 dopamine receptor; HEK293 T-REx D2 cells, calcium flux agonist mode; activation, % at 2 µM; 0.53% of 340,000 active;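 active = activation over 3 SD above normal in the single-dose calcium agonist read, cut at about 30% in these data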; also: 0% is about no effect
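Calcium-flux readout, 1 cycle/sec over 180 s following compound pin transfer, in inducible HEK293 Trex D2 cells (force-coupled); dopamine controls included. Positive calcium responses during this window marked compounds as potential agonists.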
D2 antagonist: antagonizes the human D2 dopamine receptor; AID 485344; inhibition, % at 10 µM; HEK293 TREx D2 cells, calcium flux, dopamine EC80; 2% of 340,000 active; P14416; in the data active = inhibition above about 30%; also: 0% is about no effect
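Calcium flux kinetic readout in an inducible HEK293 TREx D2 line plated overnight at 30 C. After 180 s compound exposure, an EC80 dopamine challenge follows with another 180 s kinetic read to detect antagonism.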
TRHR ag: activates the human TRH receptor; activation, % at 2 µM; 0.18% of 360,000 active; P34981; AID 493084; TRHR cells, calcium flux fluo-8, FDSS agonist mode; also: 0% is about no effect
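Steps: seed TRHR cells overnight; add fluo-8 no-wash Ca dye, RT 30 min–1.5 h; record 10 s baseline; pin-transfer compounds; monitor fluorescence 1 cycle/s for the agonist window. Calcium increases flag candidate agonists.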
D1 ag: agonists of human D1 dopamine receptor; AID 504660; 1% of 360,000 active; activation, % at 2 µM; HEK293 T-REx D1 cells, calcium flux, agonist mode; P21728; also: 0% is about no effect
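Tetracycline-induced HEK293 TREx D1 cells, force-coupled to calcium signalling, were dye-loaded with a no-wash calcium kit. Compound was pin-added after a 10 s baseline. Fluorescence was read kinetically at 1 cycle/s for 180 s, with calcium rises flagged as agonism.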
An asterisk follows results filed as active; u = inconclusive; x = no result given. Rule as the data show it, unless noted: active = activation above about 30%; inactive = the rest.

SMILES | RXFP1 antag | TRHR PAM | D1 antag | D2 PAM | D1 PAM | D2 ag | D2 antagonist | TRHR ag | D1 ag
CC[C@H](C)[C@H](NC(=O)c1ccccc1)C(=O)NC(CC(=O)O)c1ccc(F)cc1 (stereo partly drawn) | 8.1 | 2.2 | 0.9 | 0.8 | 2.3 | 0.5 | -2.5 | -0.1 | -0.1
Cc1ccc(C(C)C)c(OCC(=O)NCC(c2cccs2)N2CCOCC2)c1 (stereo not drawn) | 2.3 | 2.2 | -2.7 | -0.9 | -3.7 | -0.4 | 5.3 | 0.7 | 2.1
COc1ccc(C(=O)NCC(C)(C)SCc2c(C)cc(C)cc2C)cc1 | -11.4 | -2.6 | -60.6* | -3.0 | 7.3 | -0.6 | 1.2 | -1.7 | 56.4*
CCCCNCC(=O)Nc1sc(C)c(C)c1C(=O)OCC | -21.5 | -3.4 | 10.3 | -13.2 | 11.8 | -1.0 | 23.4 | 0.2 | 0.9
O=C(CNC(c1ccccc1)c1ccccc1)NCc1ccccc1Cl | -5.9 | 0.0 | -0.1 | -2.3 | -4.8 | 0.4 | -1.8 | -0.1 | 5.7
COc1ccc(-c2nnc(SCc3ccc(C(=O)O)cc3)n2N)cc1 | -7.7 | -5.4 | 0.7 | -4.8 | -2.5 | 0.3 | -3.1 | 0.1 | 2.5
O=C(O)c1ccc(/C=N/N2CCN(C3c4ccccc4-c4ccccc43)CC2)cc1 | 2.7 | -3.6 | 4.3 | 3.3 | -0.6 | 0.4 | 3.3 | -0.2 | -0.4
COCCCn1c(SCc2ccccc2F)nc2c(sc3ccccc32)c1=O | x | -2.6 | -8.6 | 2.1 | -0.9 | -4.4 | x | 0.4 | 3.4
CCOc1ccc(CCNC(=O)Cn2nnc(-c3ccccc3)n2)cc1OCC | x | 0.6 | -20.0 | -12.7 | -4.0 | 1.4 | x | -1.7 | 0.9
NC(=O)COC(=O)c1ccc(NS(=O)(=O)c2ccc3c(c2)OCCO3)cc1 | -20.3 | 1.5 | -28.7 | -7.5 | -8.4 | 1.4 | 7.2 | 0.7 | -0.7
Cc1ccc(C(=O)Nc2ccc(S(=O)(=O)N3CCCC3)cc2)cc1 | -23.9 | -2.6 | 0.9 | x | 1.5 | -1.3 | -5.2 | -0.6 | 0.6
Cc1cccc(OCCSc2nc(N)cc(N)n2)c1 | 21.7 | 1.2 | 7.5 | -5.7 | -2.5 | -0.1 | -11.2 | 0.5 | 3.3
COC(=O)C1=C(C)NC(C)=C(C(=O)OC)C1c1ccc(NC(C)=O)cc1 | -1.4 | -1.1 | 1.8 | 1.9 | -1.9 | 0.2 | -3.4 | 0.0 | 2.8
C=CCn1c(Cc2cccs2)nnc1SCC(=O)Nc1cc(OC)cc(OC)c1 | -12.8 | 2.7 | -9.7 | -7.6 | -4.7 | -0.6 | -19.4 | -1.8 | 6.4
CC(C)Cn1c(SCC#N)nc2ccccc2c1=O | 3.5 | 22.0 | 3.4 | 10.3 | -5.2 | -0.2 | -5.0 | -2.1 | 0.5
COc1ccccc1NS(=O)(=O)c1ccc(O)c(C(=O)OCC(=O)N2c3ccccc3CC2C)c1 (stereo not drawn) | -4.4 | 2.1 | 1.0 | 3.0 | -6.5 | 2.8 | 6.4 | -0.5 | 2.9
Cc1cc(C)n(-c2ccc(C(=O)N3CCC(CO)(Cc4ccccc4)CC3)cc2)n1 | 1.5 | -5.1 | -22.4 | -3.4 | -6.0 | 1.7 | 2.0 | -0.9 | 6.5
COc1ccc(C)cc1S(=O)(=O)N(CC(=O)Nc1cccc([N+](=O)[O-])c1)c1ccc(C)c(C)c1 | x | 5.5 | 1.1 | 3.7 | -4.2 | 0.0 | -5.8 | 0.3 | 3.2
CCN1CCN(c2nnc(-c3ccc(F)cc3)c3ccccc23)CC1 | u | 9.5 | 0.4 | 6.7 | 6.7 | 1.2 | -19.8 | 0.1 | -1.9
O=C(CCN1C(=O)/C(=C\c2ccccc2)SC1=S)NNC(=O)c1cccnc1 | -5.4 | -1.6 | -2.4 | x | 0.6 | x | x | -0.5 | 3.3
Fc1cccc(Cl)c1COc1ccc(-c2nnco2)cc1 | -23.0 | 23.0 | 12.3 | -3.0 | -4.5 | -0.9 | 14.3 | -0.1 | 5.0
Cc1ccc(NC(=O)C(C)N2CCc3ccccc3C2)cc1 (stereo not drawn) | -10.8 | 2.6 | 2.6 | -17.8 | 4.3 | -0.1 | 3.8 | 0.2 | 2.0
C#CCOCCOCCOCCNc1nc(N2CCN(C(=O)[C@H]([C@@H](C)O)n3cc(CCCCN)nn3)CC2)nc(N2CCN(C(=O)[C@H](Cc3ccc(O)cc3)n3cc(CCO)nn3)CC2)n1 | x | 1.6 | 27.5 | 3.0 | -0.7 | 3.1 | -14.0 | 0.6 | -1.2
CCC1CCCCN1C(=O)CSc1nc2ncccc2[nH]1 (stereo not drawn) | -12.8 | 2.6 | -5.5 | -3.8 | 1.4 | -1.0 | 20.1 | -1.0 | 1.6
COc1cc(Cl)c(S(=O)(=O)NCCN2CCOCC2)cc1Cl | -5.3 | 3.2 | 0.4 | -1.7 | 0.7 | 2.5 | 1.7 | -0.1 | 1.5
CC(C)C(=O)NC(Nc1cccc2cccnc12)C(Cl)(Cl)Cl (stereo not drawn) | -25.3 | 2.8 | 11.6 | 10.7 | 9.7 | 0.4 | -7.2 | 0.3 | 1.2
CCOC(=O)C1C(=O)C=C(c2ccc(C)cc2)CC1c1cccc([N+](=O)[O-])c1 (stereo not drawn) | 14.7 | 2.2 | 14.5 | 0.4 | -0.8 | -0.9 | -17.9 | -0.1 | 3.6
Cc1ccc([N+](=O)[O-])cc1S(=O)(=O)Nc1ccc(C(=O)NCc2ccccn2)cc1 | 6.3 | 2.8 | 2.7 | 12.3 | -8.9 | -0.2 | -12.1 | 0.3 | 1.7
CCOc1ccc(CNC(=O)c2cc3cc(S(=O)(=O)N4CCCCC4)ccc3n2C)cc1 | -18.2 | 10.1 | -2.1 | 13.3 | -2.0 | 0.6 | x | 0.8 | 8.4
Cc1ccc(C)c(C2=CSC3=NS(=O)(=O)CCN23)c1 | 4.8 | -10.1 | -4.8 | 4.4 | 4.8 | -1.4 | -1.0 | 0.8 | 3.1
CC(=O)C1=C(c2ccccc2)NC(=O)NC1c1ccc(O)c(O)c1 (stereo not drawn) | -3.2 | 3.7 | -18.5 | 4.5 | 6.2 | 1.5 | 19.0 | 1.1 | 0.3
CCOC(=O)N1CCC(N2C(=O)c3ccc(C(=O)NCCC(C)C)cc3C2=O)CC1 | 0.1 | -0.1 | -9.4 | -4.1 | -2.1 | -1.3 | -3.6 | -1.0 | 1.7
Cc1ccccc1NC(=O)Nc1ccccc1C(=O)NCc1ccccc1 | 3.3 | 0.4 | -2.9 | 0.8 | -2.7 | -0.6 | -17.9 | 0.3 | 1.3
CCOc1ccc(C2CC(c3ccccc3)Nc3nc(N)nn32)cc1 (stereo not drawn) | 0.3 | -4.7 | 4.5 | 0.4 | 11.5 | 0.5 | -6.0 | 0.4 | 1.9
CCOc1ccc(-c2nc(-c3ccc(OC)cc3)no2)cc1OCC | -9.2 | -8.9 | 3.9 | 0.5 | -2.8 | -1.0 | -14.6 | 0.0 | 1.2
CCCN(C(=O)CCNC(=O)Cn1cnc2ccccc2c1=O)c1cccc(Cl)c1 | 0.1 | -7.9 | 2.0 | -4.8 | -3.6 | -0.4 | 3.3 | -1.4 | 1.4
CN(C)c1ccnc(Oc2ccc(C(C)(C)C)cc2)c1C#N | 4.6 | -2.9 | -7.7 | 2.2 | -6.2 | 1.0 | 26.8 | 0.0 | 8.6
CC(C)C(C)(C#N)NC(=O)CSc1nc2scc(-c3ccco3)c2c(=O)n1-c1ccccc1 (stereo not drawn) | -22.6 | 5.1 | -6.1 | 10.7 | -1.3 | 0.2 | -41.4 | 0.8 | 1.0
Cc1csc2ncc(C(=O)Nc3cccc(C(F)(F)F)c3)c(=O)n12 | x | -4.4 | 9.7 | 1.9 | -6.1 | 1.9 | -1.4 | -0.9 | 0.4
O=C(/C=C/c1cccc([N+](=O)[O-])c1)N1CCN(Cc2ccccc2)CC1 | -5.5 | 17.9 | -9.0 | 0.4 | -4.9 | 3.0 | -7.7 | -1.2 | 0.5
CC(=O)C1=C(O)C(=O)N(Cc2ccccc2)C1c1ccc(N(C)C)cc1 (stereo not drawn) | 9.9 | 8.6 | -9.1 | -0.7 | -5.6 | 0.0 | -1.9 | -0.1 | 0.5
COc1cccc(CNC(=O)C2CCN(C(=O)N(C)C)CC2)c1 | 9.9 | -2.7 | -16.4 | 3.7 | -3.5 | 1.8 | 2.5 | 0.2 | 2.9
Cc1nc(N)sc1-c1nnc(SCC(=O)Nc2ccccc2C(F)(F)F)n1C | -0.1 | -2.1 | 8.2 | -2.1 | -1.7 | 0.8 | 0.6 | 0.1 | -0.9
CC1C=CCC2C(=O)N(c3ccc(Cl)cc3O)C(=O)C12 (stereo not drawn) | 9.0 | 5.1 | -8.3 | -0.8 | -3.7 | -0.1 | -0.6 | 0.4 | 3.4
CCOc1cc(CNCc2ccccc2)ccc1OCc1ccc(Cl)cc1 | -95.9* | 11.8 | -19.5 | x | 3.0 | x | x | 3.6 | 34.5*
Cc1ccc(NCc2nnc(SCCN3CCCCC3)n2CC2CCCO2)c(C)c1 (stereo not drawn) | 4.1 | -0.1 | 8.8 | -15.3 | -7.3 | 0.0 | 15.0 | 1.4 | 2.1

4 entries drawn at random from the list so far:
SMILES | RXFP1 antag | TRHR PAM | D1 antag | D2 PAM | D1 PAM | D2 ag | D2 antagonist | TRHR ag | D1 ag
COc1cccc(CNC(=O)C2CCN(C(=O)N(C)C)CC2)c1 | 9.9 | -2.7 | -16.4 | 3.7 | -3.5 | 1.8 | 2.5 | 0.2 | 2.9
CC1C=CCC2C(=O)N(c3ccc(Cl)cc3O)C(=O)C12 (stereo not drawn) | 9.0 | 5.1 | -8.3 | -0.8 | -3.7 | -0.1 | -0.6 | 0.4 | 3.4
CCOc1cc(CNCc2ccccc2)ccc1OCc1ccc(Cl)cc1 | -95.9* | 11.8 | -19.5 | x | 3.0 | x | x | 3.6 | 34.5*
Cc1ccc(NCc2nnc(SCCN3CCCCC3)n2CC2CCCO2)c(C)c1 (stereo not drawn) | 4.1 | -0.1 | 8.8 | -15.3 | -7.3 | 0.0 | 15.0 | 1.4 | 2.1

Three compounds already listed, sorted by the value under D1 antag, lowest first.
molecule | D1 antag
CCOc1cc(CNCc2ccccc2)ccc1OCc1ccc(Cl)cc1 | -19.5
COc1cccc(CNC(=O)C2CCN(C(=O)N(C)C)CC2)c1 | -16.4
CC1C=CCC2C(=O)N(c3ccc(Cl)cc3O)C(=O)C12 (stereo not drawn) | -8.3

Compound activity from PubChem BioAssay.

Random draw from the library; 7.1% or so of the library scored in one or more.
